GAA spleen mod: lysosomal alpha-glucosidase (human) modulation; human spleen homogenate, 4-MU-alpha-glucoside fluorescence; Potency, µM (top dose mostly 79.9 µM), for the others: at the top dose activity change, negative = inhibition, hits mostly inhibitors; actives 0.006% (n = 240,000);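 also: 0% = enzyme with vehicle and -100% = no enzyme basal signal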
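Enzyme source: human spleen homogenate, 1 ug/well. Buffer 50 mM citric acid/K phosphate pH 5.0, 0.01% Tween-20. 4-MU-alpha-glucoside 1 mM; 37 C x 40 min; NaOH/glycine stop; fluorescence.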
GAA inh: alpha-glucosidase (human) inhibition; actives 0.005% (n = 200,000); P10253; purified human GAA, 4-MU-alpha-glucoside fluorescence; AID 1466; Potency, µM (doses to about 76.9 µM), for the others: top-dose activity change, negative = inhibition, actives largely listed as inhibitors;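 also: plate controls were uninhibited enzyme wells for no effect and no-enzyme background for full effect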
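qHTS format, compound range up to 77 uM. Human lysosomal enzyme at 4 nM, 400 uM 4-MU glucoside substrate, pH 5.0, 20 min room temperature; fluorescence after alkaline stop gives activity normalized to controls.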
HTT aggregate: reduces HttQ103-GFP aggregates in PC12 cells. PC12 HttQ103-GFP aggregates, Acumen cytometry, 40 h. actives 1.1% (n = 220,000). AID 1688. Potency, µM (doses to about 46.1 µM), inactives show at the top dose activity change, negative = inhibition, actives largely listed as inhibitors; also: % is scaled to controls: 0 for no effect and ±100 for the full control effect; nearly all actives have a fitted effect of over 60% in size
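Multiplexed with ATP-based cell death, this channel scores GFP aggregates in PC12 cells expressing inducible HTTex1-Q103-GFP. Induction used 100 nM tebufenozide; compounds were tested in concentration series.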
HTT cytoprotect: protects HTT-Q103 PC12 cells, measured by ATP; PC12 HTT-Q103 induced, cytoprotection, ATP luminescence, 40 h; Potency, µM (doses to about 56.4 µM), inactives show cytoprotection (ATP increase), usual class: activators; actives 0.14% (n = 230,000);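 also: % of control where 0% means no effect; nearly all actives have a fitted effect of over 45% in size; toxic huntingtin expression switched on by the ecdysone agonist tebufenozide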
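Compounds added alongside 100 nM tebufenozide, which induces toxic Q103 huntingtin exon 1-GFP in stable PC12 cells; surviving cells quantified by luminescent ATP measurement. Medium: phenol red-free DMEM, 5% equine and 5% calf serum.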
GoLoco inh red: RGS12 GoLoco-Gai1 interaction inhibition; P63096; Gai1:RGS12 GoLoco peptide FP, rhodamine, 10 min; Potency, µM (top dose mostly 61.6 µM), for the others: at the top dose activity, negative = inhibition, most hits filed as inhibitors; actives 0.44% (n = 230,000); active = well fitted inhibition curve with a large enough effect, not every such curve was filed as active; inactive = no such curve, though single readings can be large or run the other way; also: % is scaled to controls: 0 for no effect and ±100 for the full control effect; nearly all actives have a fitted effect of over 30% in size; many of its hits are not listed in these tables
Target sequence (P63096 whole entry, looked up): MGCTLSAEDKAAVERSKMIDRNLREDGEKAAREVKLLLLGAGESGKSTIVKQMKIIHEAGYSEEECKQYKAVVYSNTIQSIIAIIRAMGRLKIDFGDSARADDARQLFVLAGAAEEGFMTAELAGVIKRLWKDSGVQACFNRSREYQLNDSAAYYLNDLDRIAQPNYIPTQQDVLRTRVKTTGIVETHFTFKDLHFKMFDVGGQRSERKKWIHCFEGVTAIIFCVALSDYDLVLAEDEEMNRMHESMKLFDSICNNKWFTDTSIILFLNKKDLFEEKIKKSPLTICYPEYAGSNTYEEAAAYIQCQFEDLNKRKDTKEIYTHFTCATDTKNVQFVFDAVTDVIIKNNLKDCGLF
IMPase Li cell: cell-permeable IMPase inhibitors with lithium potentiation; CHO-M1 cells, IP1 TR-FRET (IP-One), carbachol + lithium; Potency, µM (top dose mostly 59.4 µM), inactives show top-dose activity, negative = IMPase inhibition, actives largely listed as inhibitors; actives 0.35% (n = 210,000); AID 1457;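 also: IP1 builds up when IMPase is blocked and the TR-FRET signal falls; plate controls were basal vehicle for no effect and high inhibitor control for full effect; nearly all actives have a fitted effect of over 50% in size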
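Steps: plate 2000 CHO-M1 cells per well and culture 16–30 h; add compound and lithium; incubate 30 min, 37C; add d2-IP1 tracer and Eu cryptate anti-IP1 antibody in lysis buffer; read after 10 min at room temperature.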
GAA glycogen: GAA glycogen-cleavage inhibition or activation | AID 2100 | Potency, µM (series often up to 76.4 µM), for the others: at the top dose activity change, negative = inhibition, actives largely listed as inhibitors | recombinant GAA, glycogen substrate, Amplex Red glucose oxidase fluorescence | actives 0.38% (n = 300,000);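 also: 0% = full enzyme reaction and -100% = no-enzyme basal signal; the screen sought inhibitors and activators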
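qHTS, 1536-well; enzyme 4 nM final; cpd up to 77 uM; substrate bovine liver glycogen 30 ug; 50 mM citrate/phosphate pH 5.0, 0.01% Tween-20; 37 C, 40 min; Amplex Red detection 45 min RT; Hill fit → AC50.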
Numbers without * were called inactive; ? = inconclusive; nt = no result given; & = joins results of further samples; [ ] = another dose, or the depositor's remark. Unless noted, calls follow the shape of the dose curve; as a rule, active = well fitted curve in the direction sought with a large enough effect; inconclusive = small, poorly fitted or top-dose-only effect, or another doubt; inactive = no such curve, though single readings can be large; an effect the other way counts as inactive or inconclusive. Potency is read from the fitted curve at half-maximal effect.

SMILES	GAA spleen mod	GAA inh	HTT aggregate	HTT cytoprotect	GoLoco inh red	IMPase Li cell	GAA glycogen
COc1cc(C(=O)NCCOc2cc(C)cc(C)c2)c(Br)c(OC)c1OC	-3%	-14%	12%	-34%	-1%	13%[38.3 µM]	-5%
Cc1ccc2nc(NC(=O)CCCC(=O)O)sc2c1	17%	-5%	4%[9.22 µM]	-157%	8%	-1%	2%
CCc1c(C)c(C#N)c2nc3ccccc3n2c1NCCN(C)C	-1%	8%	-6%	4%	24%	35%[activator][38.3 µM]	1%
O=C(c1ccco1)c1cn(CC(=O)N2CCCCC2)c2ccccc12	-2%	0%	-13%	-8%	nt	nt	6%
CCn1c(=N)n(CC(=O)c2cccc(OC)c2)c2ccccc21	-5%	-5%	-2%	-28%[0.074 µM]	-6%	24%[38.3 µM]	-10%
O=C1CNC(=S)N1Cc1ccccc1	nt	-5%	-12%	-4%	-1%	17%	-25%
CC(NC(=O)C(c1ccccc1)c1ccccc1)C(=O)N1CCCCC1 (centres undefined)	nt	-9%	-5%	13%	-1%	7%	8%
Cc1cc(NC(=O)CCSc2nc(-c3ccco3)cc(C(F)(F)F)n2)no1	0%	-4%	9%	-9%	9%	52%[activator][38.3 µM]	0%
CCc1ccc(N2C(=O)/C(=C/c3cccs3)N(CC(=O)OC)C2=S)cc1	-13%	-4%	0%	-33%	0%	-6%[38.3 µM]	-1%
O=C(Nc1cc(C(F)(F)F)ccc1N1CCCC1)c1ccc2c(c1)OCO2	-2%	1%	5%	3%[10 µM]	7%	9%	-5%
COCCCn1c(=O)c2ccccc2c2ccccc2c1=O	-5%	6%	11%	-11%	10%	-1%[38.3 µM]	16%
Cc1onc(-c2ccccc2Cl)c1C(=O)N1CCN(c2ncccn2)CC1	4%	7%	15%[9.22 µM]	12%[10 µM]	2%	4%	10%
Cc1c(Cl)cccc1NC(=O)Cn1cccc1	5%	3%	8%	11%	10%	-15%[38.3 µM]	-1%
CSC1=NCCN1C(=O)COc1ccc2ccccc2c1	2%	-1%	-12%	-3%	5%	-8%[38.3 µM]	-19%
Cc1nn(Cc2c(F)c(F)c(F)c(F)c2F)c(C)c1NC(=O)c1c(-c2ccccc2)nn(-c2ccccc2)c1C	-5%	-5%	3%	-34%	-9%	10%[38.3 µM]	10%
COC(=O)c1ccc(CSc2nc3cc(Cl)ccc3s2)o1	2%	10%	10%	-12%	0%	12%[38.3 µM]	-1%
COc1ccc(-n2ncc(C(=O)N3CCN(c4ccc(F)cc4)CC3)c2C)cc1	0%	nt	-3%[9.22 µM]	-11%[10 µM]	0%	nt	2%
CCOC(=O)c1c(CN(CC)CC)oc2cc(Br)c(O)cc12	-3%	-6%	4%	-11%	3%	0%[38.3 µM]	5%
CCOC(=O)c1cnc2c(cnn2C)c1NCc1ccc(OC)cc1	?	-10%	-27%	-44%[inhibitor]	3%	4%	4%
O=C(NCc1ccco1)C(=O)NCC1OCCCN1S(=O)(=O)c1ccc(F)cc1 (centres undefined)	8%	2%	-14%	-4%	0%	3%	-6%
CCOc1ccc(C(C)=O)cc1CSc1nnc(-c2cccs2)n1CC1CCCO1 (centres undefined)	0%	3%[15.4 µM]	5%	-32%	-4%	18%[38.3 µM]	-6%
O=C(N/N=C/c1ccco1)C(O)c1ccccc1 (centres undefined)	-3%	nt	20%[9.22 µM]	-11%[10 µM]	6%	nt	4%
Cc1ccc(NC(=O)CSc2nnc(CCNC(=O)OC(C)(C)C)o2)c(C)c1	1%	-4%	14%	-1%	7%	16%[38.3 µM]	3%
COC(=O)c1c(C)[nH]c(C(=O)CC#N)c1C	2%	-6%	-11%	-54%	-5%	-1%	-13%
CC(C)c1ccc(C(O)P(=O)(OCc2ccccc2)c2ccc(N(C)C)cc2)cc1 (centres undefined)	-3%	nt	-13%[9.22 µM]	-2%[10 µM]	10%	nt	-9%

Shown with values under each structure: 10 of the compounds above.
Screens in order – GAA spleen mod | GAA inh | HTT aggregate | HTT cytoprotect | GoLoco inh red | IMPase Li cell | GAA glycogen
> COc1cc(C(=O)NCCOc2cc(C)cc(C)c2)c(Br)c(OC)c1OC
 : -3% | -14% | 12% | -34% | -1% | 13%[38.3 µM] | -5%
> Cc1ccc2nc(NC(=O)CCCC(=O)O)sc2c1
 : 17% | -5% | 4%[9.22 µM] | -157% | 8% | -1% | 2%
> CCc1c(C)c(C#N)c2nc3ccccc3n2c1NCCN(C)C
 : -1% | 8% | -6% | 4% | 24% | 35%[activator][38.3 µM] | 1%
> O=C(c1ccco1)c1cn(CC(=O)N2CCCCC2)c2ccccc12
 : -2% | 0% | -13% | -8% | nt | nt | 6%
> CCn1c(=N)n(CC(=O)c2cccc(OC)c2)c2ccccc21
 : -5% | -5% | -2% | -28%[0.074 µM] | -6% | 24%[38.3 µM] | -10%
> O=C1CNC(=S)N1Cc1ccccc1
 : nt | -5% | -12% | -4% | -1% | 17% | -25%
> CC(NC(=O)C(c1ccccc1)c1ccccc1)C(=O)N1CCCCC1 (centres undefined)
 : nt | -9% | -5% | 13% | -1% | 7% | 8%
> Cc1cc(NC(=O)CCSc2nc(-c3ccco3)cc(C(F)(F)F)n2)no1
 : 0% | -4% | 9% | -9% | 9% | 52%[activator][38.3 µM] | 0%
> CCc1ccc(N2C(=O)/C(=C/c3cccs3)N(CC(=O)OC)C2=S)cc1
 : -13% | -4% | 0% | -33% | 0% | -6%[38.3 µM] | -1%
> O=C(Nc1cc(C(F)(F)F)ccc1N1CCCC1)c1ccc2c(c1)OCO2
 : -2% | 1% | 5% | 3%[10 µM] | 7% | 9% | -5%

The listing continues:
SMILES	GAA spleen mod	GAA inh	HTT aggregate	HTT cytoprotect	GoLoco inh red	IMPase Li cell	GAA glycogen
NC(N)=N[C@@H]1C(O)[C@H](N=C(N)N)[C@@H](O)C(O)[C@H]1O (some centres undefined)	nt	nt	nt	-6%[10 µM]	0%[14.2 µM]	-2%	nt
COC(=O)CNC(=O)CSc1nnc2cc(C)c3ccccc3n12	-2%	-3%	28%	-5%	-4%	0%	2%
COc1ccccc1CNc1cc(-c2cccc(NS(C)(=O)=O)c2)ncn1	-15%	nt	nt	-8%	4%	-4%	nt
COC(=O)c1cc(OC)c(OC)cc1NC(=S)N1CCC(C(N)=O)CC1	1%	-4%	-5%	-19%	-2%	13%[38.3 µM]	-2%
Nc1cccc(-c2nc3cc(S(=O)(=O)c4ccc5oc(-c6cccc(N)c6)nc5c4)ccc3o2)c1	-5%	?	16%	-24%	2%	-6%[38.3 µM]	7%
Brc1ccc(-c2cn3cccnc3n2)cc1	-1%	?	-16%	-33%[10 µM]	18%	-27%[38.3 µM]	-3%
COc1ccc(CN(Cc2cccn2C)S(=O)(=O)c2cccc(C(F)(F)F)c2)cc1	-13%	nt	-14%[9.22 µM]	21%[10 µM]	1%	nt	-5%
COc1ccc(NC(=S)NC(C)C(c2ccccc2)N2CCOCC2)cc1 (centres undefined)	-7%	1%	5%	4%[10 µM]	5%	13%	-7%
Cc1ccc(/C=C2/SC(=O)NC2=S)o1	0%	-1%	-3%	-3%	5µM*	?	?
CC(C)[C@H](NC(=O)NCCc1ccc(Cl)cc1)C(=O)O	-3%	1%	-1%	7%[0.074 µM]	3%	-1%[38.3 µM]	-5%
Cc1nonc1CC(=O)N1CCCC(C(=O)c2cccc(C(F)(F)F)c2)C1 (centres undefined)	-26%	-6%	5%	-16%	5%	nt	-10%
CN(C)CCCNC(=O)c1ccc(Oc2ccccc2)cc1	6%	2%	-5%	-54%[inhibitor]	6%	15%	-7%
O=C(/C=C/c1ccc(F)cc1)Nc1ccc2[nH]c(=O)[nH]c2c1	4%	-10%	-6%[9.22 µM]	15%[10 µM]	8%	nt	5%
CCCn1c(SCC(=O)c2ccc3c(c2)OCCO3)nnc1-c1ccco1	3%	0%	19%	-1%	4%	-6%[38.3 µM]	5%
CCC(C)NC(=O)CSc1nnc(-c2c[nH]c3ccccc23)o1 (centres undefined)	-18%	5%	-4%	-29%	1%	9%	4%
CCOC(=O)C1CCN(Cc2ccccc2C(F)(F)F)CC1	-2%	-11%	9%[9.22 µM]	-10%[0.074 µM]	-2%	-8%[38.3 µM]	-8%
C#CCNc1nc(CC)nc2c1nnn2Cc1ccccc1F	6%	4%	-10%	-28%[10 µM]	nt	nt	5%
COC(=O)COc1cc2ccccc2cc1C(=O)Nc1ccccc1	-3%	12%	?	-37%[inhibitor]	4%	8%	11%
CCOC(=O)c1ccc(NC(=O)C2(c3ccc(OC)cc3)CCOCC2)cc1	0%	2%	4%	-3%	4%	-9%[38.3 µM]	1%
CCCCN1C(=O)/C(=C/C=C2\N(C)c3ccccc3C2(C)C)SC1=S	-16%	-4%	13µM*	-34%	-46%	10%[38.3 µM]	2%
O=C(Oc1ccc(Br)cc1)c1cncc(Br)c1	-7%	-8%	2%[9.22 µM]	13%	1%	23%[38.3 µM]	-3%
Cc1ccc(OCC(=O)Nc2nnc(-c3ccco3)s2)cc1	-3%	nt	4%[9.22 µM]	-17%[10 µM]	8%	nt	-7%
NC(=O)N/N=C/c1sc(=O)n(-c2ccccc2)c1Cl	-1%	nt	-9%[9.22 µM]	4%[10 µM]	81%[activator]	nt	6%
COC(=O)C1=CO[C@@H](C)[C@H]2CN3CCc4c([nH]c5ccccc45)[C@@H]3C[C@H]12	-12%&-13%[29.1 µM]	nt	nt	-17%&-30%[40.3 µM]	1%&2%[21.6 µM]	13%&7%	nt
COc1cccc(C(=O)NC2CCN(CC(=O)Nc3nccs3)CC2)c1	1%	-6%	-11%	-8%	3%	-2%[38.3 µM]	1%
Next part.
SMILES	GAA spleen mod	GAA inh	HTT aggregate	HTT cytoprotect	GoLoco inh red	IMPase Li cell	GAA glycogen
COCC(=O)N1CCC2(CCCN(c3ccccc3)C2)CC1	-6%	nt	nt	17%	3%	4%	nt
O=C(N/N=C/c1ccncc1)NC12CC3CC(CC(C3)C1)C2	-2%	nt	2%[9.22 µM]	-1%[10 µM]	5%	nt	4%
COC(=O)c1cn(C(=O)OC)c2ccccc12	-4%	-5%	7%	-6%	6%	-5%	2%
O=C(CN(Cc1ccccc1)S(=O)(=O)c1ccccc1)N/N=C/c1ccc([N+](=O)[O-])cc1	0%	10%	6%	29%[10 µM]	0%	21%	-21%
COc1cccc(N=c2oc3cc(O)ccc3cc2C(=O)NCC2CCCO2)c1 (centres undefined)	?	?	-2%[9.22 µM]	6%[10 µM]	13%	21%	-5%
c1cncc(C(c2nnnn2C2CCCCC2)N2CCN3CCCC3C2)c1 (centres undefined)	-13%	-4%	-3%	-4%[10 µM]	-11%	-2%	7%

Bioassay records from PubChem BioAssay.

This is a subset; count on the stated rates, not on these rows.
